Bioassay records deposited in PubChem by several laboratories.
Lipid droplet = inhibitors of hepatocyte lipid droplet formation, primary screen, imaging, high-throughput imaging, BODIPY stain. AML12 mouse hepatocytes, oleate lipid droplets. 240,000 tested, 0.4% active. inhibition, % at 6.5 µM;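 active = lipid droplet intensity inhibited by at least 50%, with more than 500 cells counted; inconclusive = wells with under 300 cells, treated as cytotoxic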
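Assay system: AML12 hepatocytes (mouse); Probe or stimulus: oleic acid at 100 µM to induce lipid droplet formation; Dosing: compound at 6.5 µM only; Schedule: compound with oleate, overnight; Detection: fluorescence imaging, 20x objective, two fields per well; Measure: % inhibition of lipid droplet signal.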
GPR35 antagonists = GPR35 antagonists blocking zaprinast-driven arrestin recruitment, primary screen, imaging, U2OS, beta-arrestin-GFP, zaprinast agonist (AID 2058) | G-protein coupled receptor 35 (Homo sapiens) | 290,000 tested, 0.052% active | U2OS GPR35 beta-arrestin-GFP translocation imaging, zaprinast antagonism; higher % means a stronger effect | inhibition, % at 10 µM; hits with a dose series show IC50 in µM;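 active = inhibition of at least 50% with at least 30 cells and total cytoplasm GFP at most 10,000,000; inconclusive = under 30 cells or total GFP of 10,000,000 plus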
MgcRacGAP inhibition = MgcRacGAP GTPase-activating activity inhibitors, confirmation, biochemical, ADP Hunter fluorescence; inhibition, % at 30 µM, or IC50 in µM where a hit was titrated; MgcRacGAP-stimulated Rac1 GTP hydrolysis, ADP Hunter fluorescence; higher % means a stronger effect; GST-tagged Rac1 F28L mutant substrate; AID 624330, 2012; 340,000 tested, 0.6% active; Rac GTPase-activating protein 1 (Homo sapiens);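 active = first-screen hits whose inhibition reached a set limit at any dose in the follow-up dose series; inconclusive = inhibition above the set first-screen limit but never retested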;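 note: fluorescence reports GDP produced by GAP-driven GTP hydrolysis; strong numbers were not always called active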
LYP inhibition = inhibitors of LYP phosphatase, biochemical, fluorescence intensity, uHTS (AID 1779); 290,000 tested, 0.054% active; recombinant LYP phosphatase, fluorescence intensity; higher % means a stronger effect; Tyrosine-protein phosphatase non-receptor type 22 (Homo sapiens); one-dose inhibition, % at 11.5 µM; IC50 in µM for titrated hits; in the data active = inhibition above about 50%;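 note: plate controls were vehicle with enzyme for no effect and no enzyme for full effect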
T cell modulator = modulators of CD8 T cell-vesicle binding, primary screen, mouse 2C CD8+ T cells, flow cytometry; 2C CD8+ T cell-vesicle binding; hits give low values; calls only at 7 µM; 330,000 tested, 0.068% active; AID 2052, 2009;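 active = response, share of CD8 T cells binding vesicles, and their 90th percentile fluorescence all below set limits, cut at about 80% in these data, passing the limit was not always enough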
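Material: 2C TCR transgenic mouse naive CD8+ T cells, MACS-purified. Also added: QL9-charged Drosophila Ld/ICAM-1/B7-1 vesicles. Timing: binding 1.5 h at 37 °C. Measured by: high-throughput flow cytometry with anti-B7-1 and anti-CD8 staining. Read-out: percent CD8+ FL2 mean versus row control. Controls: Unloaded micro-vesicles (low), QL9 vesicles with 0.7% DMSO (high).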
GPR55 beta-arrestin = GPR55 agonists via beta-arrestin recruitment, primary screen, imaging, U2OS cells, beta-arrestin-GFP redistribution (AID 1961). G-protein coupled receptor 55 (Homo sapiens). U2OS GPR55 beta-arrestin-GFP redistribution imaging; higher % means a stronger effect. activation, % at 10 µM; hits with a dose series show EC50 in µM. 290,000 tested, 0.048% active;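 active = activation above 40% with more than 50 cells counted in the well; inconclusive = wells holding fewer than 50 cells, flagged as toxic or sparse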;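 note: U2OS osteosarcoma cells stably expressing GPR55 and beta-arrestin-GFP; plate controls were DMSO negative control for no effect and LPI positive control for full effect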
NTR1 ag = agonists of NTR1, primary screen, imaging, U2OS cells, beta-arrestin-GFP, high content (AID 493036); activation, % at 20 µM; 330,000 tested, 0.17% active; Neurotensin receptor type 1 (Homo sapiens), P30989; NTR1-U2OS beta-arrestin-GFP spot imaging, agonist mode;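 active = activation at or above 40% of the spot to cytoplasm intensity ratio, with at least 20 cells analyzed; inconclusive = wells under 20 cells, flagged as cytotoxic or low count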;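 note: 0% = DMSO without peptide and 100% = 100 nM NTR1 peptide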
Target sequence (P30989 whole entry, looked up): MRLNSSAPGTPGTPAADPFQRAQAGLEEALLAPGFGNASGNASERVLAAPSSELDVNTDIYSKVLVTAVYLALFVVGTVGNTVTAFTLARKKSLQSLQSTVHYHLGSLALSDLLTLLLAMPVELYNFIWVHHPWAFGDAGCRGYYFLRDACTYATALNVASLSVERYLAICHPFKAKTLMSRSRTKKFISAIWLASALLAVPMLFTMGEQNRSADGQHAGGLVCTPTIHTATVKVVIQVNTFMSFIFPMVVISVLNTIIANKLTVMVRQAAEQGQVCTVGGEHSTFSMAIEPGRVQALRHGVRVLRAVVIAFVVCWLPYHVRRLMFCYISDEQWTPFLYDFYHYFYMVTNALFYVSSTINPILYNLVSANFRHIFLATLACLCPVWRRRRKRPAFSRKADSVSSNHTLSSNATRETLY
GPR55 LPI antagonism = GPR55 antagonists blocking LPI-driven arrestin recruitment, primary screen, imaging, U2OS, beta-arrestin-GFP, LPI agonist (AID 2013); U2OS GPR55 beta-arrestin-GFP translocation imaging, LPI antagonism; higher % means a stronger effect; one-dose inhibition, % at 10 µM; IC50 in µM for titrated hits; 290,000 tested, 0.13% active;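 active = spots per cell inhibited over 60%, with over 100 cells counted and total cytoplasm intensity under 500,000; inconclusive = wells with under 100 cells, flagged as likely toxic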;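 note: U2OS cells stably carrying GPR55 and arrestin-GFP stimulated by 5 µM LPI near EC80; imaged beta-arrestin-GFP aggregate spots per cell after agonist stimulation; plate controls were LPI-stimulated DMSO wells for no effect and DMSO wells without LPI for full effect; some results filed as inactive read as strong as hits; confirmed hits need IC50 under 10 µM and bright autofluorescent wells are also inconclusive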
SV40 large T antigen = SV40 large T antigen inhibitors, biochemical (AID 1903). SV40 large T antigen ATPase/helicase inhibition assay; higher % means a stronger effect. inhibition, % at 20 µM; hits with a dose series show IC50 in µM. 310,000 tested, 0.39% active; in the data active = a potency from the dose series; inconclusive = inhibition mostly from about 32% at the one dose, without a potency; inactive = the rest, 99 in 100 with inhibition below about 32%; note: strong numbers were not always called active
Lipid droplet cells 6.5 µM = recorded beside Lipid droplet, whose call it bears; cell count; measured here: cell count, cytotoxicity flag;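 cells counted across two imaged fields per well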
T cell modulator vesicle-bound % = further read-out of T cell modulator, marked with its call; double positive events, %; measured here: CD8+ vesicle-bound cell fraction;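 binding gate set so that unloaded-vesicle control wells show 10% double positive cells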
NTR1 ag cell count 20 µM = recorded beside NTR1 ag, whose call it bears; cell count; measured here: cell count, cytotoxicity flag
* marks the source's active call; other numbers are inactive results; i = inactive; ? = inconclusive; . = not tested or not shown; & = joins results of further samples. Compounds were not picked by outcome; overall some 1.8% were active at least once.

Sequence of screens: Lipid droplet	Lipid droplet cells 6.5 µM	GPR35 antagonists	MgcRacGAP inhibition	LYP inhibition	T cell modulator	T cell modulator vesicle-bound %	GPR55 beta-arrestin	NTR1 ag	NTR1 ag cell count 20 µM	GPR55 LPI antagonism	SV40 large T antigen
CCOc1ccc(S(=O)(=O)N(C(=O)c2ccco2)c2cc3sc(=O)oc3c3ccccc23)cc1
  1	624	-4%	?	6%	i	7	0.4%	3.8	45	-13%	25%
NNC(=O)c1cc2sccc2s1
  5	724	-7%	11%	-4%	i	25	0.8%	-0.3	46	-2%	0%
COc1cc([C@@H]2[C@H]3CN(C)CC=C3C(C#N)=C(N)C2(C#N)C#N)cc2c1OCO2
  -70	642	48%	-8%&-9%	2%	i	55	-0.1%	-4.1	84	48%	21%
Cc1onc(-c2c(F)cccc2Cl)c1C(=O)O/N=C(\N)c1ccc([N+](=O)[O-])o1
  -8	552	-17%	11%	-7%	i	15	0.6%	0.8	53	1%	17%
COc1ccc(Oc2cn[nH]c2-c2ccc(OCC(=O)NN)cc2O)cc1
  -20	400	4%	-4%	-9%	i	64	0.0%	1.0	89	-6%	0%
O=c1[nH]c(-c2ccco2)nc2sc3c(c12)CCCC3
  -8	474	-1%	10%	-3%	i	36	-0.3%	2.5	59	0%	10%
O=C(NCCS(=O)(=O)N1CCCCC1)c1ccc2c(c1)OCO2
  .	.	.	9%	.	i	53	.	-0.6	102	.	8%
Cc1ccc(CCNC(=O)C(C)n2nc(C)c3c(C)n(-c4ccccc4)nc3c2=O)cc1 (centres undefined)
  -29	686	16%	13%	-11%	i	23	0.0%	0.0	51	12%	2%
Cc1ccc(C)c(NC(=O)CSc2nnc(-c3ccccc3C)o2)c1
  .	.	14%	8%	2%	i	27	0.6%	-0.5	80	-1%	20%
CCS(=O)(=O)c1nc(S(=O)(=O)c2ccc(Cl)cc2)c(NCCCN2CCCC2=O)s1
  -5	651	5%	-2%	-11%	i	13	0.2%	-0.7	62	-21%	11%
COCCCN1C(=O)C(=O)/C(=C(/O)c2ccc(OC)cc2)C12C(=O)N(C)c1ccccc12 (centres undefined)
  -7	712	-2%	-1%	1%	i	49	-0.3%	-2.2	55	12%	-1%
O=C(CCCC(=O)N1CCN(c2ccc([N+](=O)[O-])cc2)CC1)c1ccccc1
  -3	651	0%	1%	-1%	i	47	0.4%	12	35	-10%	0%
O=C(Nn1cnc2ccccc2c1=O)c1ccccc1Cl
  .	.	8%	-2%	-2%	i	17	-0.2%	0.1	47	10%	-4%
CCOc1cccc(/C=N/Nc2nc(N3CCCC3)nc(N3CCCC3)n2)c1O
  -22	598	6%	3%	6%	i	37	-0.1%	14	85	-1%	6%
S=C(Nc1ccc(Br)cc1Cl)NN1CCOCC1
  4	723	-6%	9%	-5%	i	50	-0.1%	-0.8	39	1%	6%
CC(Oc1ccccc1Cl)C(=O)Nc1ccc(S(=O)(=O)N2CCCC2)cc1 (centres undefined)
  .	.	.	0%	.	i	8	.	0.4	74	.	13%
CN(c1ccc(OCC(=O)N2CCOCC2)cc1)S(=O)(=O)c1ccc(F)cc1
  -3	742	-4%	11%	-5%	i	30	0.5%	1.8	63	-7%	12%
CC(C)[C@H](NC(=O)N1c2ccccc2NC(=O)[C@@H]1C(C)C)C(=O)N[C@H](Cc1ccccc1)C(=O)O
  -22	808	-5%	3%	-16%	i	31	-0.2%	0.7	67	4%	30%
C[C@@]12CCC=C[C@H]1[C@H](c1ccoc1)N(Cc1ccccc1)C2=O
  13	684	9%	10%	0%	i	38	-0.1%	-1.2	95	10%	7%
CS(=O)(=O)N1CCN(c2ccccc2NC(=S)NC(=O)c2ccccc2[N+](=O)[O-])CC1
  1	660	-7%	6%	-2%	i	42	-0.2%	5.7	72	-4%	6%

Going on with the list:
Sequence of screens: Lipid droplet	Lipid droplet cells 6.5 µM	GPR35 antagonists	MgcRacGAP inhibition	LYP inhibition	T cell modulator	T cell modulator vesicle-bound %	GPR55 beta-arrestin	NTR1 ag	NTR1 ag cell count 20 µM	GPR55 LPI antagonism	SV40 large T antigen
CC(=O)c1ccc(N2CCN(C(=O)Cc3n[nH]c(=O)c4ccccc34)CC2)cc1
  6	695	11%	-2%	5%	i	32	0.5%	-0.3	51	1%	4%
O=C(Nc1cnn(C23CC4CC(CC(C4)C2)C3)c1)c1cnn2cccnc12
  4	773	-4%	3%	-2%	i	7	-0.1%	2.3	56	-14%	-1%
Oc1c(Br)cc(/C=N/NC(=S)NCc2ccco2)cc1Br
  -3	713	-10%	11%	0%	i	36	-0.3%	1.7	52	-7%	29%
Cc1nn2c3c(cnc2c1-c1ccccc1)C(=O)CC(c1ccco1)C3 (centres undefined)
  .	.	-11%	10%	2%	i	21	-0.2%	6.9	68	-2%	3%
COc1ccc(C2CC(c3ccc(F)cc3)Nc3nc(N)nn32)cc1OC (centres undefined)
  .	.	-2%	7%	-13%	i	34	-0.2%	-2.0	62	14%	2%
CCN(CC(=O)NCc1ccc(Cl)cc1)C(=O)NCc1ccc(Cl)cc1
  -28	733	9%	7%	-10%	i	38	-0.2%	2.0	51	9%	9%
CC1CC(C)CN(CCCNC(=O)C2CCN(c3nnc(-n4cccc4)s3)CC2)C1 (centres undefined)
  -37	694	6%	18%	-7%	i	39	0.1%	0.4	62	-5%	7%
O=C(NC(=S)Nc1ccccc1O)c1cncc(Br)c1
  .	.	.	14%	.	i	57	.	-2.1	36	.	16%
CC(=O)Nc1c2c(nn1-c1ccc(Cl)cc1)CSC2
  4	745	4%	2%	-11%	i	51	-0.2%	-1.1	68	-5%	7%
S=C1NC[C@H](Cc2ccccc2)N1CCCCC1CCCCC1
  -15	585	4%	3%	-1%	i	20	-0.1%	22	89	13%	4%
O=C(CNC(=O)c1nc[nH]c1C(=O)N1CCNCC1)OCc1ccccc1
  .	.	.	-2%	.	i	44	.	4.8	81	.	2%
CCN1CCCC1CNC1=NCCCCC1 (centres undefined)
  .	.	4%	-1%	-3%	i	63	0.0%	1.9	91	13%	4%
CCOC(=O)C1NN=C(C(=O)c2ccc(C)cc2)C1c1ccc(C)cc1 (centres undefined)
  -4	658	0%	6%	0%	i	55	-0.3%	2.7	60	9%	7%
Oc1ccccc1/C=N/n1c(-c2ccccc2)n[nH]c1=S
  .	.	-1%	82µM*	-4%	i	37	-0.1%	0.2	47	0%	31%
O=C(OCc1c(F)cccc1Cl)c1cccnc1Cl
  7	784	-10%	11%	-12%	i	35	0.2%	-1.1	43	-6%	4%
CCc1nnc2n1N=C(c1ccc(Br)cc1)CS2
  -3	406	2%	7%	0%	i	32	-0.1%	-0.5	88	2%	6%
CC(C)n1c(S(=O)(=O)O)nc2ccccc21
  4	711	1%	-2%	-7%	i	32	0.0%	1.4	56	-4%	7%
Cc1cccc(OC2CCN(Cc3c(C(=O)N4CCCC4)nc4ccccn34)CC2)c1
  14	718	5%	3%	-2%	i	55	-0.1%	1.3	74	-1%	3%

A draw from above in order of SMILES length, falling:
Sequence of screens: Lipid droplet	Lipid droplet cells 6.5 µM	GPR35 antagonists	MgcRacGAP inhibition	LYP inhibition	T cell modulator	T cell modulator vesicle-bound %	GPR55 beta-arrestin	NTR1 ag	NTR1 ag cell count 20 µM	GPR55 LPI antagonism	SV40 large T antigen
CC(=O)c1ccc(N2CCN(C(=O)Cc3n[nH]c(=O)c4ccccc34)CC2)cc1
  6	695	11%	-2%	5%	i	32	0.5%	-0.3	51	1%	4%
Cc1cccc(OC2CCN(Cc3c(C(=O)N4CCCC4)nc4ccccn34)CC2)c1
  14	718	5%	3%	-2%	i	55	-0.1%	1.3	74	-1%	3%
O=C(Nc1cnn(C23CC4CC(CC(C4)C2)C3)c1)c1cnn2cccnc12
  4	773	-4%	3%	-2%	i	7	-0.1%	2.3	56	-14%	-1%
O=C(CNC(=O)c1nc[nH]c1C(=O)N1CCNCC1)OCc1ccccc1
  .	.	.	-2%	.	i	44	.	4.8	81	.	2%
COc1ccc(C2CC(c3ccc(F)cc3)Nc3nc(N)nn32)cc1OC (centres undefined)
  .	.	-2%	7%	-13%	i	34	-0.2%	-2.0	62	14%	2%
O=C(OCc1c(F)cccc1Cl)c1cccnc1Cl
  7	784	-10%	11%	-12%	i	35	0.2%	-1.1	43	-6%	4%
